SR-BI HDL uptake – inhibitors of mouse SR-BI mediated HDL lipid uptake | Q61009 | ldlA[mSR-BI] CHO cells, DiI-HDL uptake fluorescence, 3 h | inhibition, % at 12.5 µM | hit rate 0.96% among 320,000;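 active means mean replicate inhibition of at least 70% and a set share of replicates each scoring 70 or more; inconclusive means meets just one of the two criteria; inactive means fails both criteria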;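 further: 0% = median of neutral control wells and 100% = median of positive control wells; values of inactives mirror those of a sister screen read the other way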
Target sequence (Q61009 whole entry, looked up): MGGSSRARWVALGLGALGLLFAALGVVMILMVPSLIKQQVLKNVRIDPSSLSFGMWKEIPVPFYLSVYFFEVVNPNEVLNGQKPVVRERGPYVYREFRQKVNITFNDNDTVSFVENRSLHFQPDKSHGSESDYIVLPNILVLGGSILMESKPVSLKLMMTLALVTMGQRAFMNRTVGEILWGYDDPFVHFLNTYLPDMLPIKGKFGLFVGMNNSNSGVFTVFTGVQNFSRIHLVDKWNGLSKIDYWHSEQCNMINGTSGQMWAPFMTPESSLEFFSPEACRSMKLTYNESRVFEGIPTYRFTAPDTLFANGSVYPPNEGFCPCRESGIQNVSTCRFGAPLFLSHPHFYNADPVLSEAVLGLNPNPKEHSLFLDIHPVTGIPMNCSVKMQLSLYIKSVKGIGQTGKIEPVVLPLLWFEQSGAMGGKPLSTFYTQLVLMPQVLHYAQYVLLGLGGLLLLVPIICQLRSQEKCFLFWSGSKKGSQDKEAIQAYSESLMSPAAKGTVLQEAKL
Rtt109 Vps75 – blocks Candida albicans Rtt109/Vps75 acetyltransferase activity; Q5AAJ8; purified Rtt109/Vps75, ThioGlo CoA-SH fluorescence, 4 h; inhibition, % at 34.9 µM; hit rate 0.16% among 330,000;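 active means inhibition of at least 50% in every replicate; inconclusive means best replicate reaches 50% inhibition but some replicates fall short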
PvdQ inh – blocks Pseudomonas aeruginosa PvdQ acylase activity. inhibition, % at 10 µM. hit rate 0.063% among 340,000. purified PvdQ acylase, fluorescence plate reader; in the data active means inhibition above about 30%, passing the limit was not always enough; inconclusive means no clear call, values can overlap the other calls;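 further: 0% = vehicle neutral wells and 100% = reference inhibitor wells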
PfHsp90 set2 – growth inhibition of yeast expressing Plasmodium Hsp90; inhibition, % at 9.4 µM; S. cerevisiae expressing PfHsp90, BacTiter-Glo ATP, 48 h; yeast lacking PDR1 and PDR3 efflux regulators; hit rate 0.32% among 310,000; AID 504621;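 active means every replicate shows inhibition above about 80%, whatever the replicate mean, limit read from the data; inconclusive means mean inhibition reaches the set limit but some replicate falls short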;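 further: 0% = DMSO neutral controls and 100% = 20 µM radicicol positive controls; yeast relying on Plasmodium falciparum Hsp90 in place of its own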
CAL PDZ FP-1 – CAL PDZ (human) peptide binding inhibition; purified CAL PDZ, TMR-peptide fluorescence polarization, 1 h; inhibition, % at 24.9 µM; hit rate 0.92% among 300,000; AID 602252;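 active means mean inhibition of at least 30% with at least half of replicates also reaching 30%; inconclusive means no clear call, values can overlap the other calls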;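 further: 0% = DMSO neutral control and 100% = excess unlabeled competitor peptide PRC23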
NSD2 HMT inh – inhibitors of human histone methyltransferase NSD2. O96028. NSD2 peptide methylation, AlphaScreen, 120 min. inhibition, % at 12.5 µM. hit rate 0.54% among 310,000; in the data active means inhibition above about 50%
CAL PDZ FP-2 – human CAL PDZ-peptide interaction inhibition; purified CAL PDZ, TMR-peptide fluorescence polarization, 1 h; inhibition, % at 20 µM; hit rate 0.02% among 330,000; AID 504414;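 active means highest replicate inhibition of at least 40%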;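 further: plate controls were DMSO neutral control wells for no effect and unlabeled competitor peptide control wells for full effect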
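Read-out basis: mP drop reported as inhibition | Assay system: Tagged CAL PDZ protein CerCALP, purified | Benchmarks: Unlabelled peptide for full inhibition, DMSO wells as neutral | Schedule: 1 h incubation at room temperature before polarization reading | Buffer or medium: Sodium phosphate/NaCl buffer pH 7.4 with TCEP, IgG, Thesit | Doses: Single point, 20 µM | Measured by: Fluorescence polarization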
dFosB act – activators of mouse delta FosB homodimer; P13346; purified delta FosB, TAMRA-CDK5 oligo fluorescence polarization; percent of positive-control signal above neutral wells; activation, % at 25 µM; hit rate 0.99% among 340,000;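 active means mean activation above about 17%, with every replicate also reaching it, limit read from the data, passing the limit was not always enough; inconclusive means only one of the two conditions met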;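 further: fluorescence polarization rise as delta FosB binds a TAMRA Cdk5 AP-1 oligo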
Target sequence (P13346 whole entry, looked up): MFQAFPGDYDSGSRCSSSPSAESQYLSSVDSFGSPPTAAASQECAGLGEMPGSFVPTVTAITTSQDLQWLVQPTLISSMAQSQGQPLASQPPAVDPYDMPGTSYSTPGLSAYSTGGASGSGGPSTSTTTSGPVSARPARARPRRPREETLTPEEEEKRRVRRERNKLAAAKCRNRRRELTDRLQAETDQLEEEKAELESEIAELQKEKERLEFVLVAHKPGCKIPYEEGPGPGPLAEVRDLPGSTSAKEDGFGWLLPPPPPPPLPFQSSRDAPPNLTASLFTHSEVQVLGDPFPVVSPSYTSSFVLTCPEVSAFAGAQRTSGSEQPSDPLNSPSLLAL
MITF TRPM1 HTS – activators of MITF-driven TRPM1 promoter activity in SK-MEL-5 cells. SK-MEL-5 TRPM1-promoter luciferase, 24 h; % of positive control, neutral wells = 0. activation, % at 12.5 µM. hit rate 0.75% among 300,000;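 active means mean activation of at least 80% with every replicate also reaching 80%; inconclusive means mean reaches 80% but some replicate falls short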;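 further: 0% = neutral control wells and 100% = parthenolide positive control wells; values of inactives mirror those of a sister screen read the other way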
SR-BI uptake up – enhances SR-BI lipid uptake from DiI-HDL | CHO ldlA[mSR-BI] cells, DiI-HDL uptake fluorescence, 3 h; 100 = double the neutral-control signal | activation, % at 12.5 µM | hit rate 0.096% among 320,000;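 active means mean replicate activation of at least 60% and every replicate at or above 60%; inconclusive means mean or all-replicate condition met, but not both; inactive means mean below 60% and not all replicates reaching 60%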;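 further: 0% = median plate neutral-control signal and 100% = twice that signal; values of inactives mirror those of a sister screen read the other way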
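Assay system: CHO ldlA[mSR-BI] cells, LDL receptor-null, SR-BI overexpressing; medium: Ham's F12 with 0.5% BSA, HEPES 25 mM, pH 7.4; also added: DiI-HDL 10 µg/mL; timing: 3 h uptake period with compound, 37 °C; signal: DiI fluorescence, bottom read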
* = called active by the depositor; ? = inconclusive; . = not tested or not shown. Only part of the results is shown. The share of hits here may be higher or lower than overall.

Compound	SR-BI HDL uptake	PfHsp90 set2	dFosB act	Rtt109 Vps75	NSD2 HMT inh	CAL PDZ FP-2	CAL PDZ FP-1	PvdQ inh	SR-BI uptake up	MITF TRPM1 HTS
COc1ccc(N/N=C/c2c(O)n(-c3cccc(C)c3)c(=O)[nH]c2=O)cc1	-28	6	-7	21	1	-4.7	.	-7	28	-14
CC(=O)Nc1ccc(S(=O)(=O)NC(CC(=O)N2CCC3(CC2)OCCO3)C(C)C)cc1 (centres undefined)	-14	-2	-3	1	1	0.7	0	-5	14	2
CCN(CC)C(=O)Oc1ccc(NC(=O)N2CCOCC2)cc1	20	-3	7	-3	1	0.3	.	-9	-19	-6
C=CCN1C(=O)NC(=O)/C(=C/c2ccoc2)C1=O	-2	-15	-3	6	40	-0.2	5	-2	2	1
CN1CCCN(C(=O)COc2ccc(Br)cc2)CC1	22	-1	-2	-1	.	-2.7	-3	-9	-22	-3
O=C1CC(=O)N(c2ccccc2)C(=O)N1c1ccccc1	0	-19	-7	6	-2	-0.6	.	9	0	6
c1ccc2c(CN3CCOCC3)c[nH]c2c1	-4	-13	-11	-13	9	-0.8	.	-14	4	-12
O=[N+]([O-])c1ccc(N2CCNCC2)cc1N1CCCCCC1	-20	-29	2	1	17	-0.2	7	-4	20	5
CCC1(OC(=O)c2ccccc2)CC(C)N(C)CC1C (centres undefined)	0	10	-3	7	-2	-1.7	-6	7	0	.
Cc1[nH]c2ccc(OCc3ccccc3)cc2c1CCN	-5	2	3	-6	12	0.1	6	-3	5	.
CN1C(=O)NC(=O)C(N=Nc2ccc(Cl)cc2)C1=O (centres undefined)	2	.	0	9	4	0.2	.	2	-2	11
COC(=O)C1=C(c2ccc(F)cc2OCc2ccccc2)C[C@@H]2CC[C@H]1N2C(=O)NCc1ccc(OC)c(OC)c1	47	-1	-6	-2	.	-1.6	0	-10	-47	-1
CCCOP(=O)(OCCC)C(NC(=O)c1cc(OC)c(OC)c(OC)c1)c1ccccc1 (centres undefined)	5	-68	-1	.	0	1.0	-4	-10	-5	-4
Cn1c(=O)cc(OCC(=O)N2CCC3(CC2)OCCO3)c2ccccc21	-7	-5	-5	2	-1	0.3	-3	-2	7	.
CCOc1ccc(C(C)=O)cc1Cc1c(O)[nH]c(=S)[nH]c1=O	3	-15	-2	-9	0	-1.2	-1	9	-3	.
Cc1ccc2cc(C=C(C#N)C#N)c(Cl)nc2c1	-7	11	-17	-36	23	-1.7	-6	-5	7	-40
CC(C)CCn1c(N)c(C(=O)NCc2cccs2)c2nc3ccccc3nc21	-16	6	-5	-1	6	-1.1	.	-3	16	7
CCOP(=O)(OCC)C(NC(=O)c1cccc(C)c1)C(Cl)(Cl)Cl (centres undefined)	12	-34	-3	-13	-2	-0.4	3	-13	-12	3
CN(C)CCNC(=O)c1cccn(Cc2cc(C(F)(F)F)cc(C(F)(F)F)c2)c1=O	-19	-15	-2	19	-6	-0.5	7	-1	19	-11
CNCCc1c[nH]c2ccc(O)cc12	1	3	-7	-5	.	0.3	-2	-8	-1	7
O=c1[nH]c(=S)[nH]c(O)c1/C=C1/C=c2ccccc2=N1	8	1	-22	0	1	1.2	-2	4	-8	-45
CC1CC2(O)c3nonc3CCC2N1O (centres undefined)	-33	5	9	-3	0	-1.6	2	-8	33	.
CCOc1cc2c(cc1OCC)-n1cccc1C(c1ccc(F)cc1)NC2 (centres undefined)	20	-41	-2	7	5	-1.2	-9	-15	-20	1
COC(=O)C1=C(c2cc3ccccc3o2)C[C@@H]2CC[C@H]1N2C(=O)NCc1cccc2ccccc12	1	-9	1	10	.	-0.3	-6	3	-1	-7
CCC(=NCCN1CCOCC1)c1c(O)n(-c2ccccc2C)c(=O)[nH]c1=O	-22	5	1	.	-1	-1.0	-3	-13	22	.
O=C(NCCCN1CCOCC1)C(Cl)(Cl)Cl	-36	24	-4	2	.	-1.6	-1	-10	36	6
Oc1cc(Cl)c(Cl)c(Cl)c1Cl	-9	104*	2	0	2	-0.9	.	0	9	-5
CC=C(C)C(=O)OC1CCN2CC=C(COC(=O)C(O)(C(C)OC)C(C)(C)O)C12 (centres undefined)	-9	-18	3	-3	1	0.9	-3	9	9	4
COc1ccccc1N=C1SCCCN1C	-7	.	2	-7	.	-0.7	.	5	7	3
Cc1cc(C)nc(-n2c(C)nc3cc(Cl)ccc3c2=O)c1	4	17	0	-3	6	-0.3	-2	-4	-4	3
COc1ccc2c(c1)c(C(=O)CN1CCN(C)CC1)c(C)n2Cc1ccccc1	38	-16	7	3	6	.	-4	-9	-39	6
CCN1CCN(S(=O)(=O)c2cnc(Cl)c(Br)c2)CC1	-33	4	4	-4	4	0.3	-4	4	33	1
CCSc1cc(C2C(C#N)=C(N)Oc3n[nH]c(C)c32)c(C)o1 (centres undefined)	-7	11	5	8	3	-2.2	-6	-13	7	-11
C[N+]12CCC(CC1)C(C(O)(c1cccc(Cl)c1)c1cccc(Cl)c1)C2 (centres undefined)	-17	0	-5	1	0	-1.3	.	-16	17	.
COC(=O)C1=C(c2ccc(Cl)c(C(F)(F)F)c2)C[C@@H]2CC[C@H]1N2C(=O)NCCNC(C)=O	-9	13	-9	0	.	0.1	-1	-14	9	2
CC(=O)N1CCN(Cc2ccc(Cl)nc2)CC1	-18	-17	-8	0	-3	-0.4	-5	-16	18	1
COC1=C[C@@H]2C3=C([C@@H]2C1=O)[C@@H](NC(C)=O)CCc1cc(OC)c(OC)c(OC)c13	0	2	0	-1	.	-0.8	-1	-7	0	2
Cc1nc2ccccc2c(=O)n1-c1ccc(F)cc1	4	26	-4	42	-2	-2.4	-3	9	-4	-5
COc1ccccc1CN1CCCC(C(=O)c2ccccc2SC)C1 (centres undefined)	-13	-15	-2	-1	3	-2.1	-3	-14	13	2
O=C(O)[C@H]1NC[C@H]2C[C@H]21	-12	-6	-1	10	-1	-0.2	5	-4	12	-2
Cc1ccc(CC(=O)N2CCN(Cc3ccccc3)CC2)cc1	-34	.	1	-5	-1	-2.8	-5	-18	34	29
Cc1cccc(-n2c(O)c(C=Nc3ccc(S(N)(=O)=O)cc3)c(=O)[nH]c2=O)c1	-12	-24	-10	0	.	0.0	1	-10	12	-4
COc1ccc(CCNCc2ccccc2F)cc1OC	-4	-15	9	-9	-3	-0.3	-3	0	4	-1
COc1ccc(CCC(=O)N2CCC3(CC2)OCCO3)cc1	-12	9	4	-7	-7	-0.4	0	0	12	3
O=C(Nc1cccc(Cl)c1)N1C[C@H]2C[C@@H](C1)c1cccc(=O)n1C2	4	-4	8	-2	.	0.4	4	-7	-4	1
C=CC(=O)NCNC(=O)C=C	0	7	1	2	.	-2.8	-3	-8	0	2
Oc1ccc2ccccc2c1CN1CC=C(c2ccccc2)CC1	-2	-26	1	6	-3	-2.6	-4	-18	2	22
CCC(=NCc1ccc(F)cc1)c1c(O)n(C)c(=O)n(C)c1=O	-100	-15	-4	-3	.	-2.3	-5	-10	?	.
CCOC(=O)C1=C(C)OC(N)=C(C#N)C12C(=O)Nc1ccc(C)cc12 (centres undefined)	-22	-2	-1	-3	-1	-1.0	-2	-2	22	.
CC(=O)N(C)CC#CCN1CCC(O)CC1	-26	.	3	-1	.	-0.7	-3	2	26	-3
CC(=O)c1cn(Cc2ccc(F)cc2)c2ccccc12	15	29	-10	1	0	-0.3	-4	8	-15	-10
C=CCN1C(=O)/C(=C/c2ccc(Br)s2)C(=O)NC1=S	-12	?	-5	0	23	-0.3	-3	1	12	.
Cc1cc(C)cc(N2C(=O)NC(=O)/C(=C\c3cc(C)n(C)c3C)C2=O)c1	-9	6	12	9	7	-2.5	-5	-2	9	9
COC(=O)[C@@H]1C[C@H]1[C@@H](NP(=O)(c1ccccc1)c1ccccc1)c1ccccc1	-7	-15	-6	-2	.	1.1	-2	17	7	-6
N=C1c2ccccc2CN1NC(=O)c1ccc(F)cc1	-8	7	-7	2	0	0.8	2	-9	8	5
CCOc1ccc(NC(=O)c2ccc(NC(=O)COC(=O)Cc3ccccc3)cc2)cc1	22	20	0	-4	20	-2.2	1	-15	-22	23
CC(C)(O)/C=C/C(=O)C(C)(O)C1C(O)CC2(C)C3CC=C4C(C=C(O)C(=O)C4(C)C)C3(C)C(=O)CC12C (centres undefined)	-10	-5	-16	-5	9	0.4	-2	-17	10	-92
CCOc1ccc(CN(CCCl)CCCl)cc1C(=O)OC	-10	.	2	2	25	.	1	3	10	.
COC(=O)C1=C(c2cccc(OCc3ccccc3)c2)C[C@@H]2CC[C@H]1N2C(=O)NCc1cccc(C(F)(F)F)c1	24	17	-2	-2	.	-0.3	-2	-12	-24	-4
Cc1c(N=Cc2c(O)n(Cc3ccc(F)cc3)c(=O)[nH]c2=O)c(=O)n(-c2ccccc2)n1C	8	18	12	-13	-2	0.0	1	-13	-8	.

The list continues.
Compound	SR-BI HDL uptake	PfHsp90 set2	dFosB act	Rtt109 Vps75	NSD2 HMT inh	CAL PDZ FP-2	CAL PDZ FP-1	PvdQ inh	SR-BI uptake up	MITF TRPM1 HTS
CN[C@@H](C)[C@@H](O)c1ccccc1	-9	10	8	-3	.	0.3	-3	-2	9	13
COC(=O)C1=C(c2ccc(S(C)(=O)=O)cc2)C[C@@H]2CC[C@H]1N2C	-23	-4	2	2	.	-0.4	0	-8	23	4
Cc1nc2sccc2c(=O)n1-c1ccccc1Cl	-11	.	0	0	2	-1.2	-6	-2	11	.
O=C(O)CC1OCC=C2CN3CCC45C6=CC(=O)C(=O)C([N+](=O)[O-])=C6NC4C1C2CC35 (centres undefined)	8	22	-2	1	24	1.0	-3	-14	-8	-2
Cc1cc(N2CCNCC2)nc2ccccc12	-22	0	-7	5	-3	-0.8	.	-3	22	.
CCC(=NCc1cccnc1)c1c(O)n(-c2ccccc2C)c(=O)[nH]c1=O	-24	-10	6	3	26	-0.7	.	-16	24	.
O=C(c1ccc(F)cc1)N1CCC2(CC1)OCCO2	-19	-3	-5	-7	-2	0.7	.	-1	19	2
C/C(=N\N1CCCCCC1)c1c(O)n(-c2ccccc2)c(=O)[nH]c1=O	-18	5	-5	1	1	-0.9	-3	-5	18	13
